GAA spleen mod – inhibitors or activators of human alpha-glucosidase in spleen homogenate; Potency, µM (doses to about 79.9 µM), without a hit: at the top dose activity change, negative = inhibition, actives largely listed as inhibitors; AID 2112; human spleen homogenate, 4-MU-alpha-glucoside fluorescence; P10253; 240,000 tested, 0.006% active;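 also: 0% = enzyme with vehicle and -100% = no enzyme basal signal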
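Human spleen homogenate (1 ug) with 4-methylumbelliferyl-alpha-D-glucopyranoside (1 mM final) in 50 mM citrate/phosphate pH 5.0, 0.01% Tween-20; 40 min at 37 C. Stopped at pH 10; 4-MU fluorescence Ex 365/Em 440 nm; AC50 by Hill fit.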
GAA glycogen – alters human alpha-glucosidase cleavage of glycogen; P10253; recombinant GAA, glycogen substrate, Amplex Red glucose oxidase fluorescence; Potency, µM (doses to about 76.4 µM), without a hit: at the top dose activity change, negative = inhibition, actives largely listed as inhibitors; 300,000 tested, 0.38% active;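 also: 0% = full enzyme reaction and -100% = no-enzyme basal signal; the screen sought inhibitors and activators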
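Natural-substrate format: glycogen cleavage by 4 nM human enzyme, glucose read by Amplex Red coupling (Ex 573, Em 610 nm). Normalized to enzyme and no-enzyme controls.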
GLA spleen mod – alpha-galactosidase A (human) modulation; P06280; human spleen homogenate, 4MU-alpha-Gal fluorescence, 40 min; Potency, µM (titrated, usually from 80 µM), for the others: top-dose activity change, negative = inhibition, hits mostly inhibitors; 240,000 tested, 0.008% active; AID 2107;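 also: 0% = enzyme with vehicle and -100% = no enzyme basal signal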
Target sequence (P06280 32-429 limits assumed): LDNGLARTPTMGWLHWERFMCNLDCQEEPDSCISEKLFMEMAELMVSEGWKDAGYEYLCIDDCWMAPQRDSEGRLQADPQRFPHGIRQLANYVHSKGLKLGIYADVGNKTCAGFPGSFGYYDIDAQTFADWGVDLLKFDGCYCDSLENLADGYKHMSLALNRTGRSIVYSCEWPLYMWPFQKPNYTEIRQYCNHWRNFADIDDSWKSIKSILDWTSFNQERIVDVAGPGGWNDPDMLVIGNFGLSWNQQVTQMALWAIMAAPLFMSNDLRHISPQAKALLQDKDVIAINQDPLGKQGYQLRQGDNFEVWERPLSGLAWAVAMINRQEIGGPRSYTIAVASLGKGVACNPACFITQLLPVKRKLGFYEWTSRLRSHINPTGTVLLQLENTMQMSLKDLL
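qHTS titration in buffer at pH 5.0. Alpha-galactosidase activity in spleen homogenate was measured via 4-methylumbelliferone release from 1 mM fluorogenic substrate after 40 min at 37C and a pH 10 stop. AC50 came from Hill fits of control-normalized data.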
HTT ATP protect – Huntington cell model cytoprotection by ATP luminescence | PC12 HTT-Q103 induced, cytoprotection, ATP luminescence, 40 h | 230,000 tested, 0.14% active | Potency, µM (titrated, usually from 56.4 µM), inactives show cytoprotection (ATP increase), most hits filed as activators;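 also: % of control where 0% means no effect; nearly all actives have a fitted effect of over 45% in size; toxic huntingtin expression switched on by the ecdysone agonist tebufenozide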
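Stable PC12 Q103-GFP cells in serum-supplemented, phenol red-free DMEM; induction by tebufenozide at 100 nM final; compound dose series; cell viability quantified luminescently from ATP.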
Tau FP inhib – inhibitors of human tau fibril formation; AID 1468; Potency, µM (highest dose often 57.7 µM), for the others: at the top dose activity, negative = inhibition, most hits filed as inhibitors; P10636; 280,000 tested, 0.39% active; K18 P301L tau heparin fibrillization, Alexa594 FP, 6 h; also: % is scaled to controls: 0 for no effect and ±100 for the full control effect; nearly all actives have a fitted effect of over 55% in size
Target sequence (P10636 561-689 P618L limits assumed): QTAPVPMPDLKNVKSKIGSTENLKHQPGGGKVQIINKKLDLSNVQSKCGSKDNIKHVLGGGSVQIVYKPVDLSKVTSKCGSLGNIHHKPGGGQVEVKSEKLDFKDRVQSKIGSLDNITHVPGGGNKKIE
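Quantitative HTS format: compounds meet 15 uM recombinant K18 P301L tau and Alexa 594-tau tracer in 100 mM sodium acetate pH 7; 20 uM heparin triggers fibrillization at 37 C over 6 hr; FP gives the signal.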
GAA inh – blocks human lysosomal alpha-glucosidase; AID 1466; 200,000 tested, 0.005% active; Potency, µM (highest dose often 76.9 µM), for the others: at the top dose activity change, negative = inhibition, most hits filed as inhibitors; purified human GAA, 4-MU-alpha-glucoside fluorescence; P10253;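 also: plate controls were uninhibited enzyme wells for no effect and no-enzyme background for full effect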
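Activity normalized between no-enzyme (basal) and enzyme-only wells. Conditions: 4 nM human enzyme, 400 uM fluorogenic substrate, citrate/phosphate pH 5.0 with Tween-20, 20 min room temperature, compounds up to 77 uM.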
Tau fibril ThT – inhibitors of human tau fibril formation, thioflavin T binding; P10636; recombinant tau K18 P301L, heparin-induced fibrillization, ThT fluorescence; Potency, µM (top dose mostly 57.4 µM), for inactives: at the highest dose activity, negative = inhibition, hits mostly inhibitors; 270,000 tested, 2.1% active; AID 1460; also: % is scaled to controls: 0 for no effect and ±100 for the full control effect; nearly all actives have a fitted effect of over 55% in size
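Aggregation was driven by heparin (20 uM final) acting on recombinant tau […] bearing P301L in 100 mM sodium acetate pH 7; fibrils were detected with Thioflavin T.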
Tau fluor counter – counter-screen for tau fibril formation inhibitors | tau K18 P301L Alexa594 fluorescence, heparin fibrillization | Potency, µM (doses to about 57.7 µM), for the others: top-dose activity change, negative = decrease | 280,000 tested, 0.93% active | AID 1463; also: % is scaled to controls: 0 for no effect and ±100 for the full control effect; nearly all actives have a fitted effect of over 55% in size
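Human tau K18 P301L (15 uM unlabeled, 0.24 uM Alexa 594-labeled) in 100 mM sodium acetate pH 7 with 20 uM heparin, 6 hr at 37 C. ThT 30 uM added, 1 hr ambient; Alexa 594 FP and total fluorescence read at 555/632 nm.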
An asterisk follows results filed as active; ? = inconclusive; nt = not tested or not shown; & = joins results of further samples; [ ] = another dose, or the depositor's remark. Calls follow the shape of the dose curve; as a rule, active = well fitted curve in the direction sought with a large enough effect; inconclusive = small, poorly fitted or top-dose-only effect, or another doubt; inactive = no such curve, though single readings can be large; an effect the other way counts as inactive or inconclusive. Potency is read from the fitted curve at half-maximal effect.

SMILES	GAA spleen mod	GAA glycogen	GLA spleen mod	HTT ATP protect	Tau FP inhib	GAA inh	Tau fibril ThT	Tau fluor counter
COc1ccc2c(c1)C(c1ccccc1C)CC(=O)O2 (stereo unspecified)	6%[119 µM]	nt	10%[119 µM]	-11%[96.6 µM]	8%[81.3 µM]	nt	-9%[81.4 µM]	?
CC/C(=N/Nc1ccccc1Cl)c1cnnc(-c2ccccc2)n1	-4%	-1%	-2%	7%[10 µM]	0%	1%	?	-1%
Cc1ccc(S(=O)(=O)NC(=O)Nc2c(C)n(C)n(-c3ccccc3)c2=O)cc1	-9%	16µM*	-8%	9%[10 µM]	0%	-1%	-7%	-2%
CCOC(=O)c1ccc(NC(=O)N2CCN(c3cccc(OC)c3)CC2)cc1	-10%	-12%	0%	-23%	-4%	-7%	?	?
CCc1cc(=O)oc2cc(C)cc(OC(C)C(=O)O)c12 (stereo unspecified)	-5%	3%	3%	-4%	1%	12%	-6%	-4%
Cc1cccc(Nc2nc(-c3ccccn3)cs2)n1	-15%	3%	0%	-29%[0.074 µM]	5%	-9%	?	?
CC(=O)c1ccc2noc(-c3cccc(C)c3)c2c1	-8%	?	1%	-33%[10 µM]	-2%	5%	-16%	-9%
O=C(Cc1cc(=O)[nH][nH]1)N/N=C/C=C/c1ccccc1	-7%&-12%	?	-11%&-1%	4%&8%	?	8%&-13%	13µM*	-22%&-30%
Clc1cccc(-c2csc(-c3nc(-c4ccc(Br)s4)cs3)n2)c1	nt	7%[76.3 µM]	nt	nt	-4%	nt	-8%	-5%
Cc1nc2ccc(N=NC3=C(O)CCCC3=O)cc2s1	-5%	4%	-5%	-41%[inhibitor]	12%	-13%	13µM*	-14%

Part of the list above, with two lines to a compound:
Results follow in this order: GAA spleen mod, GAA glycogen, GLA spleen mod, HTT ATP protect, Tau FP inhib, GAA inh, Tau fibril ThT, Tau fluor counter
Cc1cccc(Nc2nc(-c3ccccn3)cs2)n1
  -15%, 3%, 0%, -29%[0.074 µM], 5%, -9%, ?, ?
CCOC(=O)c1ccc(NC(=O)N2CCN(c3cccc(OC)c3)CC2)cc1
  -10%, -12%, 0%, -23%, -4%, -7%, ?, ?

Remaining list, next part
SMILES	GAA spleen mod	GAA glycogen	GLA spleen mod	HTT ATP protect	Tau FP inhib	GAA inh	Tau fibril ThT	Tau fluor counter
c1ccc(CN2CCN(c3nc(NCc4ccco4)c4ccccc4n3)CC2)cc1	2%	-3%	14%	-84%[inhibitor]	13%	-17%	-15%	?
Cc1nn(C)c2ncc(C(N)=O)c(Oc3cccnc3)c12	1%	3%	1%	21%[10 µM]	2%	-7%	-3%	-3%
COc1ccc(-c2cn3cc(C)ccc3n2)cc1F	1%	0%	4%	-46%[inhibitor][10 µM]	-13%	12%	?	-10%
CC(C)CCOC(=O)C(C)Sc1n[nH]c(=O)[nH]c1=O (stereo unspecified)	2%	-3%	5%	17%[10 µM]	3%	nt	-2%	-5%
COc1ccc(CCNC(=O)CSc2ccc(-c3cccs3)nn2)cc1OC	9%	7%	9%	-29%	-4%	-2%	-11%	-3%
Cc1cc(-c2ccc(Cl)cc2)c(C#N)c(N)n1	-10%	1%	-3%	-12%	-12%	4%	-10%	-9%
Cc1cc2ncn(CCOc3ccccc3)c2cc1C	-1%	-1%	-12%	5%	3%	0%	-10%	-11%
O=C(CSc1nnc(-c2cccnc2)o1)NNC(=O)c1ccc(Br)cc1	3%	-3%	1%	13%[10 µM]	-5%	nt	nt	-9%
Cc1cc(C)c2c(=O)[nH]n(C3CCOC(C)(C)C3)c2n1 (stereo unspecified)	-1%	-24%	0%	-9%	0%	-11%	-13%	-7%
COc1cccc(Cn2c(=S)[nH]c3ccc(N4CCOCC4)cc3c2=O)c1	1%	-3%	-2%	-20%	-4%	-1%	-14%	-25%
CCNC(=S)N1CCc2ccccc2C1	-1%	-15%	3%	15%[10 µM]	-3%	6%	-8%	-13%
CCOC(=O)C1=C(C)N(C)C(=O)NC1c1cccc(O)c1 (stereo unspecified)	0%	-1%	7%	4%	4%	0%	-4%	-1%
O=C1C2C3C=CC(C3)C2C(=O)N1c1ccc(Cc2ccncc2)cc1 (stereo unspecified)	-4%	1%	2%	-24%	3%	7%	-7%	2%
CN(/C(=N\S(=O)(=O)c1ccccc1)c1ccccc1)c1ccc(O)cc1	-6%	14%	-10%	-43%	-10%	4%	-8%	-14%
O=C1N/C(=C\c2ccsc2)C(=O)N1Cc1ccc(F)cc1	3%	-2%	6%	12%[1.9 µM]	10%	0%	16%	7%
CCCOc1ccc(N2C(=O)CC(N3CCC(C(=O)OCC)CC3)C2=O)cc1 (stereo unspecified)	-1%	2%	-8%	-11%	0%	-5%	-8%	-6%
CCOc1c(Cl)cc(C2NC(=O)NC(C)=C2C(=O)NCc2ccccc2)cc1OC (stereo unspecified)	4%	9%	7%	-7%	2%	-2%	-1%	-7%
CCc1ccc(-c2ccc(SCC(=O)NCC3CCCO3)nn2)cc1 (stereo unspecified)	-6%	8%	-11%	-159%	2%	5%	1%	6%
CCc1c(C)nc2ncnn2c1N1CCC(C(=O)Nc2ccc(C)cc2)CC1	-8%	5%	-4%	6%[10 µM]	3%	2%	-14%	-12%
CC(C)=CCC/C(C)=C/CC/C(C)=C/CC/C(C)=C/CC1=C(C)C(=O)c2ccccc2C1=O	6%	-9%	-4%	14%[10 µM]	5%	-2%[15.4 µM]	?	?

Filtered by structure: those above with a thiophene ring, fused or not.
SMILES	GAA spleen mod	GAA glycogen	GLA spleen mod	HTT ATP protect	Tau FP inhib	GAA inh	Tau fibril ThT	Tau fluor counter
Clc1cccc(-c2csc(-c3nc(-c4ccc(Br)s4)cs3)n2)c1	nt	7%[76.3 µM]	nt	nt	-4%	nt	-8%	-5%
COc1ccc(CCNC(=O)CSc2ccc(-c3cccs3)nn2)cc1OC	9%	7%	9%	-29%	-4%	-2%	-11%	-3%
O=C1N/C(=C\c2ccsc2)C(=O)N1Cc1ccc(F)cc1	3%	-2%	6%	12%[1.9 µM]	10%	0%	16%	7%

The results go on:
SMILES	GAA spleen mod	GAA glycogen	GLA spleen mod	HTT ATP protect	Tau FP inhib	GAA inh	Tau fibril ThT	Tau fluor counter
CS(=O)(=O)NCCNc1ccc(Cl)cc1[N+](=O)[O-]	-6%	9%	-22%	-28%	3%	-2%	?	-6%
Cc1cccc(-c2cc3c(N=O)c4ccccc4c-3n[nH]2)c1	5%	8%	1%	nt	-10%	3%	?	-5%
CCOC(=O)c1cnc2c(-c3ccccc3)cnn2c1N	-6%	-10%	-3%	-83%[inhibitor]	1%	6%	-14%	-10%
CN(C)C(=O)CSc1nnc(-c2cccnc2)n1-c1ccccc1	3%	-7%	-3%	-3%	-2%	3%[15.4 µM]	-9%	-1%
CC(C)(C)OC(=O)NCCNC(=O)c1cccs1	-4%	-3%	0%	3%[10 µM]	0%	nt	1%	0%
CCOC(=O)C(C)NC(=O)C(NC(=O)C1CCC(CC)CC1)C(C)C (stereo unspecified)	0%	0%	3%	8%	6%	3%	10%	4%
O=C(O)CSc1nc(C(F)(F)F)cc(=O)n1-c1ccccc1	-10%	-4%	-13%	-12%	1%	?	-16%	-8%
O=C(CCN1C(=O)C2C3C=CC(C3)C2C1=O)N1CCN(c2cccc(Cl)c2)CC1 (stereo unspecified)	-14%	3%	-22%	-22%	6%	-3%	-7%	-3%
NC(=O)/C(=C/c1ccco1)C(N)=S	1%	-6%	7%	5%[10 µM]	?	nt	?	-21%
CCn1c(-c2cc(-c3ccc(OC(C)C)cc3)nc3ccccc23)n[nH]c1=S	-8%	-18%	2%	-88%[inhibitor]	?	11%	?	?
O=C(CCN1C(=O)C2C3CCC(C3)C2C1=O)Nc1ccc(Br)cc1 (stereo unspecified)	-3%	7%	0%	nt	6%	10%	-3%	-3%
O=C(NCC12CC3CC(C1)CC(CNC(=O)N1CCCC1)(C3)C2)N1CCCC1	-6%	0%	-17%	-4%[0.074 µM]	3%	-4%	1%	5%
CCCn1c(-c2ccc(F)cc2)nc2c(NCC(C)(C)CN(C)C)nc(C)nc21	-3%	nt	-6%	-16%	-1%	nt	0%	-4%
CC(=O)Nc1cccc(/C(C)=N/NC(=O)c2cccs2)c1	-2%	11%	-8%	38%[10 µM]	0%	-6%	-7%	-2%
CCN(Cc1ccccc1)S(=O)(=O)c1ccc(C(=O)Nc2nnc(-c3ccccc3OC)o2)cc1	-10%	10%	2%	6%[10 µM]	3%	-16%	-12%	-18%
Cc1ccc(C(=O)Nc2ncc3c(n2)CC(c2ccco2)CC3=O)cc1 (stereo unspecified)	3%	0%	0%	-6%	-3%	-1%	-23%	-1%
CCOc1c(Cl)cc(CNC(C)(C)CC(C)(C)C)cc1OC	-3%	-1%	-4%	-16%	-1%	-9%	-11%	-10%
COc1ccc(Cn2cc3c(-c4ccc(F)cc4)nnc-3c3cc(OC)c(OC)cc32)cc1	-3%	-4%	-3%	-26%[10 µM]	?	?	?	-20%
CCOc1cc(C(=O)CCC(=O)OCC(=O)Nc2ccc(C)c(S(=O)(=O)N(C)C)c2)ccc1O	10%	1%	-4%	-34%[inhibitor]	-12%	-2%	-4%	-16%
O=C(Nc1ccc2c(c1)OCO2)c1ccc(Cl)s1	11%	-20%	6%	-58%[inhibitor]	3%	-4%	-9%	-22%
COC(=O)Cn1ccc2cc(S(=O)(=O)N3CCCCC3)ccc21	nt	-9%&-14%[76.3 µM]	nt	nt	4%	nt	16%	1%
COc1ccc(-c2cc3nc(C)c(CCC(=O)NC4CCCCC4)c(C)n3n2)c(OC)c1	nt	-7%[76.3 µM]	nt	nt	1%	nt	-8%	-11%
O=C(Nc1c2c(nc3c1CCC3)CCCC2)c1ccccn1	-1%	1%	-3%	12%[10 µM]	-7%	3%	-5%	1%
COC(=O)C1=C(C)N(Cc2ccc(OC)cc2)C(=O)C1	-11%	0%	-1%	6%[10 µM]	-4%	-12%	-22%	-16%
Cc1ccc(/C=C/C(=O)OCC(=O)NCCN2C(=O)CSC2=O)cc1	1%	5%	-3%	-40%	10%	5%	-14%	-3%
COc1ccc(CC2S/C(=N/N=C/c3ccc(O)cc3)NC2=O)cc1 (stereo unspecified)	-1%	27%	-9%	nt	-7%	-3%	3%	-13%
Fc1ccc(N=c2ssnc2Cl)c(F)c1	1%	-4%	-3%	12%[10 µM]	?	4%	14µM*	-15%

Source: PubChem BioAssay
